Casp6 inh – inhibitors of human caspase-6. P55212. purified caspase-6, Z-VEID-R110 cleavage fluorescence. inhibition, % at 12.5 µM. hit rate 0.53% among 350,000. AID 686996;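 active = mean inhibition across replicates at least about 35%, with every replicate also reaching that limit, limit read from the data; inconclusive = only one of the two criteria met; inactive = neither criterion met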;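 also: 0% = median of neutral control wells and 100% = no fluorescence left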
DENV2 CPE rescue – DENV2-induced cell death inhibition | hit rate 1.7% among 350,000 | CPE inhibition, % at 9.99 µM | AID 651640 | DENV2-infected cells, cytopathic effect rescue, plate reader; in the data active = CPE inhibition above about 20%, passing the limit was not always enough; inconclusive = no clear call, values can overlap the other calls; tested in BHK-21 cells;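 also: 0% = median of neutral control wells and 100% = median of positive control wells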
E-sel inducer – E-selectin induction on HUVECs; HUVEC E-selectin immunofluorescence imaging; normalized: neutral wells 0, TNF-alpha wells 100; P16581; activation, % at 7.58 µM; hit rate 0.37% among 260,000;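 active = mean E-selectin-positive cell signal at least 10% of the positive control, reached in at least 60% of replicates, without over 20% cell loss; inconclusive = no rule given, readout overlaps actives, possibly toxicity-flagged; inactive = the rest, including those meeting only one limit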;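 also: in these data hits start at about 27%; measured in HUVEC primary endothelial cells; signal is the percent of cells scored E-selectin positive by PE staining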
Target sequence (P16581 whole entry, looked up): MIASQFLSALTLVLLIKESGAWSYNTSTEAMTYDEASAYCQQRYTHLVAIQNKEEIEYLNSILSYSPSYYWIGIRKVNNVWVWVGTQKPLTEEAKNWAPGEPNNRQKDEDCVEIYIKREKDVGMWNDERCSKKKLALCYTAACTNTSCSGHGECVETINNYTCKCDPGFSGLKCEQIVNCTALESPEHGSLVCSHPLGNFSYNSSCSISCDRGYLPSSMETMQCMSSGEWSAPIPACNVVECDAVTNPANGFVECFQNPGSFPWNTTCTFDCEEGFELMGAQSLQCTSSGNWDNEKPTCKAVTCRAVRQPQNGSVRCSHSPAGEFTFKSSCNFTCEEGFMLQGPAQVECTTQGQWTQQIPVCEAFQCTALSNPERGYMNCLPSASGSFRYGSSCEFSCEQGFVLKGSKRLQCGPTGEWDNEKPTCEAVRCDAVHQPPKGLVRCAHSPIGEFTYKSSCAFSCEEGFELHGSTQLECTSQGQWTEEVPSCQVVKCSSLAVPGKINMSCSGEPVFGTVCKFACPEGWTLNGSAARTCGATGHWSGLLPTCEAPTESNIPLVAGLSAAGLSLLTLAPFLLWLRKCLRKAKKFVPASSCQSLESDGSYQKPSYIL
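Assay system: HUVEC, human umbilical vein endothelial cells / Amount: 3,000 HUVEC/well / Controls: TNF-alpha positive control, DMSO neutral control / Compound dosing: single concentration / Medium: EGM-2 over gelatin coat / Evaluation: percent E-selectin-positive cells / Signal: immunofluorescence imaging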
RAD54 inh – inhibitors of human RAD54 branch migration. Q92698. RAD54 Holliday junction branch migration, FAM/BHQ fluorescence. inhibition, % at 10.4 µM. hit rate 0.14% among 360,000. AID 602329;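 active = mean normalized replicate activity at least 40 and at least half of replicates scoring 40 or more; inconclusive = only one of the two criteria met; inactive = mean below 40 and under half of replicates reaching 40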;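 also: 0% = median of neutral control wells and 100% = median of positive control wells; inhibitors cause a drop in the FAM fluorescence signal; in these data hits start at about 50%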
Xi reactivation – activators of X-chromosome reactivation in mouse fibroblasts; XiGFP mouse fibroblasts, % GFP-positive cells imaging, 3 d; cells co-treated with 5-aza-dC sensitizer; scaled so ellipticine positive control = 100%; activation, % at 7.58 µM; hit rate 0.055% among 360,000; AID 743238;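 active = mean normalized replicate activation at least 10% and every replicate at or above 10%; inconclusive = only one of the two criteria met; inactive = mean below 10% and not all replicates reach 10%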;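 also: 0% = median of on-plate neutral control wells and 100% = ellipticine 6 µM median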
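Material: XiGFP fibroblasts, SV40-immortalized; Buffer or medium: DMEM containing 5-aza-dC; Compound dosing: single point; Times: 3 days compound exposure.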
GSIS activator – primary screen for activators of insulin secretion dependent on glucose, INS-1E cells, GLuc reporter luminescence; AID 743287; INS-1E GLuc reporter insulin secretion, 2-3 h; hit rate 0.61% among 370,000; activation, % at 16.6 µM;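 active = lowest replicate activation of at least 40%, so every replicate reaches that level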;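 also: 0% = median of neutral control wells and 100% = median of IBMX positive control wells; some compounds called inactive have numbers as strong as hits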
CFTR F508del cor – correctors of CFTR F508del function in bronchial epithelial cells. CFBE cells, YFP halide quenching; stimulated with forskolin plus potentiator P3; % fluorescence drop versus neutral controls. activity (quench increase), % at 7.58 µM. hit rate 0.36% among 350,000;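 active = mean added fluorescence quench of at least 8% versus neutral control, with both replicates also reaching 8%; inconclusive = only one of the mean or replicate conditions met; inactive = mean below 8% and not both replicates reaching 8%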;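 also: cells transiently co-express mutant CFTR-F508del with the halide-sensitive YFP; corrector assay measuring rescue of mutant channel to the surface after 24 h compound exposure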
RAD52 inh – inhibitors of human RAD52 DNA annealing. recombinant RAD52 DNA annealing, FRET fluorescence. AID 651710. hit rate 0.46% among 360,000. inhibition, % at 18.7 µM. P43351;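 active = every replicate showing at least 50% inhibition; inconclusive = mean inhibition at least 50% but not in every replicate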
Target sequence (P43351 whole entry, looked up): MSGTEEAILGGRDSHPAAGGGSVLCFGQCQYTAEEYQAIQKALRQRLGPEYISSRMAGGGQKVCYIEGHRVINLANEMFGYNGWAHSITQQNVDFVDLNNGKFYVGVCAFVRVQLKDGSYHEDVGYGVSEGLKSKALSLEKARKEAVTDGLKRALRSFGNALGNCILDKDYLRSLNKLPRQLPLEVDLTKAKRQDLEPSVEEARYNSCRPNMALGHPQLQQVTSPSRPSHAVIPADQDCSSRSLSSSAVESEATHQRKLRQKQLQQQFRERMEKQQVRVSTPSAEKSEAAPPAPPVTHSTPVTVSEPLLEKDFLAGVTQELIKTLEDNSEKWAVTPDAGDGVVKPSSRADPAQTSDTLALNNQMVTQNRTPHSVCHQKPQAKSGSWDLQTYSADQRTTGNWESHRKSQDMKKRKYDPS
Active calls of the source: *; ? = inconclusive; . = no result given.

SMILES | Casp6 inh | DENV2 CPE rescue | E-sel inducer | RAD54 inh | Xi reactivation | GSIS activator | CFTR F508del cor | RAD52 inh
O=C(C1CCCCC1)N1CCC(CO)(Cc2ccccc2Cl)CC1 | 3 | 9 | . | . | 0.0 | -8 | -0.4 | -10
CNC(=O)C[C@@H]1CC[C@H]2[C@@H](COc3ccc(NC(=O)c4cccc(OC)c4)cc3C(=O)N2C)O1 | -1 | 3 | -0.1 | 4 | 0.1 | 6 | -1.4 | 3
O=C(COC(=O)/C=C/C(=O)N1CCN(c2ccccc2)CC1)NCc1ccc(F)cc1 | -2 | -1 | 7.3 | 6 | 0.0 | -20 | -0.2 | 2
CCCN(C)C[C@@H]1Oc2ncc(-c3ccccc3F)cc2C(=O)N([C@H](C)CO)C[C@@H]1C | -7 | -7 | 0.2 | 14 | 0.3 | 14 | 4.3 | 9
CCOC(=O)Cn1nc(NC(=O)c2ccc3c(c2)OCO3)cc1C | 3 | 9 | -0.2 | 9 | 0.0 | 26 | 1.9 | -13
C[C@@H]1CCCCO[C@@H](CN(C)Cc2ccc3c(c2)OCO3)[C@@H](C)CN([C@H](C)CO)C(=O)c2cc(NC(=O)CCCN(C)C)ccc2O1 | 0 | 0 | -0.2 | 3 | 0.3 | 17 | -1.8 | -1
COc1ccc2c(COC(=O)CCS(=O)(=O)c3ccc(C)cc3)cc(=O)oc2c1 | 0 | 0 | -0.6 | -8 | 0.1 | 8 | 0.5 | -16
Cc1ccnc(Nc2nc(-c3ccccc3)cs2)c1 | 2 | -10 | . | 1 | 0.0 | 2 | 4.7 | -1
Cc1cccc(C)c1OCCCCN1CCCCC1 | -1 | 8 | 0.5 | 4 | 0.0 | 10 | -0.7 | -2
O=C(Nc1ccc2c(c1)[C@@H]1C[C@H](CC(=O)N3CCCCC3)O[C@H](CO)[C@@H]1O2)NC1CCCC1 | 1 | -2 | 0.1 | -3 | 0.0 | -3 | 0.0 | 5
O=C(C1CCCN(Cc2ccccc2F)C1)N1CCCC1 (centres undefined) | 0 | 5 | . | -7 | 0.1 | 7 | -2.1 | 3
Cc1ccnc(N2C(=O)c3ccccc3C2Nc2ccc3c(c2)OCCO3)c1 (centres undefined) | 3 | -1 | 0.1 | -5 | 0.0 | 5 | 0.2 | -4
CCOc1cccc(C(=O)Nc2cccc(NC(=O)c3ccco3)c2)c1 | -2 | 0 | 4.9 | -3 | 0.0 | -1 | 0.8 | -23
COc1ccc(Cc2nc3ccccc3n2CC(=O)N/N=C/c2ccc(O)cc2)cc1OC | 1 | -8 | . | . | 0.0 | 2 | 2.3 | -6
COc1ccc(CCNC(=O)COc2ccc(-c3ccc(C)cc3)cc2)cc1OC | 0 | -4 | . | 1 | . | -3 | 0.1 | -5
CCc1ccccc1NC(=O)Nc1cccs1 | 1 | -1 | . | . | 0.0 | 3 | 0.5 | -8
OCC[C@H]1C[C@@H](O)[C@H](O)[C@@]2(CCCO2)O1 | -2 | 59* | 0.0 | 5 | 0.2 | -13 | -1.4 | -7
CC(=O)c1cccc(NC(=O)COC(=O)CCc2ccc(S(=O)(=O)N3CCOCC3)cc2)c1 | 0 | 0 | . | . | 0.3 | 13 | -3.3 | -20
CC(=O)Nc1cc(NC(C)=O)cc(C(=O)OCC(=O)c2ccc3c(c2)NC(=O)CO3)c1 | -3 | ? | . | -11 | 0.2 | -7 | -2.2 | -24
Cc1ccc(C(C)C)cc1OCC(=O)NC1CCCCCCC1 | 1 | -5 | -2.3 | -3 | 0.1 | 6 | 5.5 | 4
C[C@@H]1CN([C@H](C)CO)C(=O)c2cc(C#CC3(O)CCCC3)cnc2O[C@H]1CN(C)S(C)(=O)=O | -1 | -1 | 0.1 | 6 | -0.6 | 0 | -0.4 | -8
C[C@@H]1CN([C@H](C)CO)C(=O)c2cc(NC(=O)CCN3CCOCC3)ccc2O[C@@H]1CN(C)Cc1ccc2c(c1)OCO2 | -1 | -8 | 0.1 | -1 | -1.0 | -1 | 0.6 | 5
Cc1ccc(/C=N/NC(=O)Cc2cccs2)o1 | -2 | -5 | -2.5 | . | -0.1 | -4 | . | -10
O=C(c1cc(-c2ccncc2)nc2ccccc12)N1CCOCC1 | -1 | -2 | 0.2 | -3 | 0.0 | 0 | 0.7 | -15
Cc1csc(NC(=O)c2ccc(=O)[nH]c2)n1 | 2 | -1 | -0.1 | 9 | 0.0 | -10 | 2.6 | -26
CCOC(=O)CNC(=O)Cn1cnc2sc(C)c(S(=O)(=O)N3CCOCC3)c2c1=O | -1 | 1 | . | -8 | -0.1 | 10 | 0.8 | 0
Cc1c(Cc2ccccc2)c(=O)oc2c(C)c(OCC(=O)N[C@@H](Cc3ccccc3)C(=O)O)ccc12 | 23 | -6 | . | -7 | . | -10 | 0.1 | -15
Cc1ccc2c(CNCc3ccccc3)cc(=O)oc2c1 | 0 | 4 | 0.8 | -6 | 0.3 | 18 | -1.3 | -27
COC(=O)C[C@H]1CC[C@@H]2[C@@H](COc3ccc(NC(=O)Nc4ccccc4C)cc3C(=O)N2C)O1 | 1 | -2 | -0.1 | 4 | 0.1 | -5 | -0.7 | -9
CC1(c2ccc3c(c2)OCCO3)NC(=O)N(CC(=O)Nc2ccccc2)C1=O (centres undefined) | 2 | 2 | -0.2 | -1 | 0.0 | -2 | -1.3 | -6
O=C(CCNS(=O)(=O)c1ccc(Br)cc1)NCCc1ccccc1 | 2 | -3 | -0.1 | -5 | 4.6 | -22 | 4.3 | -13
O=C(C[C@@H]1CC[C@H]2[C@@H](COC[C@@H](O)CN2S(=O)(=O)c2ccccc2)O1)NCCN1CCCC1 | 3 | ? | 0.1 | . | -0.1 | 0 | 0.5 | 5
O=C(CSc1cn[nH]n1)Nc1ccccc1F | -2 | 5 | . | -8 | 0.3 | 1 | 6.3 | -13
O=C(CCC1CCCN(Cc2ccc(O)c(Cl)c2)C1)NCc1ccccc1F (centres undefined) | -2 | -3 | . | . | 0.0 | 24 | -1.5 | -12
O=C(NC(=S)NNC(=O)c1ccccc1O)c1ccc([N+](=O)[O-])cc1 | 30 | 2 | 0.1 | -9 | 0.0 | -12 | 0.5 | -14
CC(C)Cc1nnc(NC(=O)CCC(=O)Nc2ccccc2)s1 | 5 | 14 | . | 7 | 0.1 | 0 | 2.3 | -1
CC1(C)CC(=O)C=C(NCCc2c[nH]c3ccccc23)C1 | -3 | 4 | . | 10 | -0.1 | -1 | -1.2 | -26
CC(C)NC(=O)Nc1ccc2c(c1)CC(=O)N([C@@H](C)CO)C[C@H](C)[C@@H](CN(C)C(=O)Nc1ccc(F)cc1)O2 | 0 | -4 | 0.0 | -2 | 0.0 | 11 | 2.3 | 1
COCCCNC(=S)N(CCCO)Cc1cc2cc3c(cc2[nH]c1=O)OCO3 | 0 | 3 | 0.1 | -1 | 0.1 | -2 | 1.7 | -12
COc1cccc(-c2ccc([C@@H]3[C@H](CO)N(C(=O)C4CC4)C34CN(C(C)=O)C4)cc2)c1 | 1 | -2 | -0.1 | . | 0.0 | -2 | -1.5 | -14
O=C(NC(Cc1ccc2c(c1)OCO2)C(=O)N1CCCC1C(=O)O)c1ccccc1 (centres undefined) | 2 | 2 | . | -4 | . | -2 | 1.0 | 7
C[C@H]1CN([C@@H](C)CO)C(=O)Cc2cc(NS(=O)(=O)c3cccs3)ccc2O[C@H]1CN(C)C(=O)NC1CCCCC1 | -2 | -5 | 0.2 | 1 | -0.9 | -5 | 0.0 | 9
CC1Sc2ccc(C(=O)N(CCc3ccccc3)Cc3ccccc3)cc2NC1=O (centres undefined) | 0 | -3 | -0.3 | -11 | 0.0 | -5 | 2.7 | -18
CNC(=S)N(CCc1c(C)[nH]c2ccc(C)cc12)Cc1ccc(OC)c(OC)c1 | -1 | -11 | 0.2 | 7 | 0.4 | 2 | -4.6 | 0
COc1ccc(S(=O)(=O)N(C)C[C@@H]2OCCCC[C@@H](C)Oc3ccc(N(C)C)cc3C(=O)N([C@@H](C)CO)C[C@@H]2C)cc1 | 1 | 1 | -0.3 | 0 | 0.0 | 4 | -1.5 | 16
O=C(CN1CCN(C(=O)c2cncn2-c2ccc(F)cc2)CC1)Nc1ccccc1C(F)(F)F | 6 | -1 | -0.7 | -7 | 0.4 | 7 | 2.1 | -4
Cc1ccc(C)c(OCCC(=O)OCC(=O)NC2CCS(=O)(=O)C2)c1 (centres undefined) | -2 | 4 | . | -5 | 0.0 | -1 | 4.7 | -8
CCC(C)NCCCOc1ccc(C)cc1OC (centres undefined) | -3 | 4 | 11 | . | 0.2 | -3 | -3.4 | -3
CCc1noc(C)c1C(=O)N1CCN(S(=O)(=O)c2ccccc2C(F)(F)F)CC1 | -163 | 2 | . | -11 | -0.1 | 15 | -0.6 | 3
C[C@@H]1CN([C@@H](C)CO)C(=O)c2cccc(NS(=O)(=O)c3cn(C)cn3)c2O[C@@H]1CN(C)C(=O)Nc1ccc(C(F)(F)F)cc1 | 1 | 0 | -3.0 | 0 | 1.7 | -12 | -2.0 | 0

The list continues:
SMILES | Casp6 inh | DENV2 CPE rescue | E-sel inducer | RAD54 inh | Xi reactivation | GSIS activator | CFTR F508del cor | RAD52 inh
O=C(O)C[C@@H]1C[C@H]2c3cc(NC(=O)CC4CC4)ccc3O[C@H]2[C@H](CO)O1 | 1 | 6 | 0.4 | 7 | 0.0 | 6 | 1.0 | -6
COc1ccc(CNC(=O)C[C@@H]2CC[C@H](NS(=O)(=O)c3cccc(OC)c3)[C@@H](CO)O2)cc1 | 0 | 11 | -0.2 | -1 | -0.1 | 5 | 0.5 | -3
COc1ccc(NC(=O)C2=CC(c3cccs3)=NS(=O)(=O)N2C)cc1 | -1 | -3 | . | 12 | 0.0 | . | -4.4 | -10
COc1cccc(C2CC(=O)Nc3cc4c(cc32)OCCO4)c1OC(C)C (centres undefined) | 1 | 0 | -1.7 | -10 | 0.0 | -3 | -5.2 | -17
Cc1ccc(NC2C(=O)NC(=O)NC2=O)cc1 | 16 | 36* | -0.2 | -3 | 0.0 | . | 7.3 | -8
Cc1ccc(S(=O)(=O)N2[C@@H](c3cccc(C)c3)C(C(=O)O)=C[C@H]2CC2CCCC2)cc1 | 10 | ? | -0.1 | -12 | -0.1 | 4 | -2.3 | -20
COc1ccc(CNc2nccn3ccnc23)cc1 | 0 | 4 | 0.1 | -5 | 0.1 | 11 | 0.3 | -11
CC(=O)N1C2=CCCC3CCCCC23c2ccccc21 (centres undefined) | 3 | 6 | -0.1 | . | -0.1 | -4 | -1.7 | -2
CCC(/C=N/NC(=O)c1ccccc1F)CC | 0 | . | . | . | 0.0 | 3 | -5.0 | -6
COc1cccc(NC(=O)COc2cc(O)c3c(c2)OC(C)(C)CC3=O)c1 | 0 | -7 | . | 0 | . | . | -0.5 | -13
COc1ccc(N2Cc3cccc(C(=O)NC(C)CCc4ccco4)c3C2=O)cc1 (centres undefined) | 2 | 1 | 2.4 | 6 | -0.2 | -1 | 0.9 | -15
CS(=O)(=O)N(CC(=O)N1CCOCC1)c1cc(Cl)ccc1Cl | -1 | 2 | . | -10 | 0.1 | 5 | -1.5 | -6

High-throughput results from PubChem.
